Bioassay records deposited in PubChem BioAssay by several laboratories.
ssDAF12 agonist: S. stercoralis DAF-12 activation, primary screen | HEK293 ssDAF-12/GRIP1 lit1-tk-luc reporter, luminescence; % of 3 µM dafachronic acid response | activation, % at 6.8 µM | hit rate 1% among 370,000 | AID 652126;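 active means activation above the mean over all tested compounds plus 3 SD, cut at about 0.9% in these data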;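 further: 0% = DMSO-only wells and 100% = 3 µM delta7-dafachronic acid wells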
PG9 Ab binder: binds the HIV-1 gp120 antibody PG9. TR-FRET gp120-PG9 antibody binding. inhibition, % at 6.7 µM. hit rate 0.43% among 360,000. AID 624416; in the data active means inhibition above about 8.5%
SMARCA2 activ: SMARCA2 function activation, primary screen; activation, % at 9.1 µM; MG213 cells, MMTV-luciferase reporter, dexamethasone, overnight; hit rate 1% among 370,000; in the data active means activation above about 7.8%;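 further: 0% = vehicle wells and 100% = reference activator wells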
Rev-erbA mod: modulates human Rev-erb alpha binding to DNA; Rev-erbα–FITC-DNA binding, fluorescence polarization, 90 min; activity, % at 10 µM; P20393; hit rate 0.79% among 370,000;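 active means activity above about 14%, limit read from the data; passing the limit was not always enough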;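 further: 0% = DMSO wells with 35 nM protein and 100% = DMSO wells with 750 nM protein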
hcDAF12 agonist: activators of H. contortus DAF-12 nuclear receptor | HEK293 hcDAF-12 lit1-tk-luc reporter, luminescence; 0% DMSO, 100% Δ7-dafachronic acid | activation, % at 6.8 µM | hit rate 1.4% among 370,000;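 active means activation above the mean of all tested compounds plus 3 SD, cut at about 5.5% in these data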;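 further: 100% = response to 3 µM Δ7-dafachronic acid high control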
DAX1 inh-1: inhibitors of DAX1 repression of SF-1 activated StAR promoter | HEK293T StAR-luciferase reporter, SF-1/DAX-1 repression relief | inhibition, % at 6.8 µM | hit rate 1.1% among 370,000 | AID 652010;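 active means inhibition above the mean over all tested compounds plus 3 SD, cut at about 3.6% in these data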;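 further: 0% = DAX-1 cells with DMSO and 100% = cells lacking DAX-1 with DMSO; higher inhibition means more luminescence from relief of DAX-1 repression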
hgDAF12 agonist: agonists of H. glycines DAF-12 nuclear receptor; HEK293 GAL4-hgDAF12 UAS-luciferase reporter, agonist luminescence; normalized to butyrate control; activation, % at 6.8 µM; hit rate 1.8% among 370,000;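 active means activation above a cutoff set at the mean of all screened compounds plus 3 SD, cut at about 10% in these data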;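 further: 0% = DMSO wells and 100% = sodium butyrate wells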
DAX1 inh-2: inhibitors of human orphan nuclear receptor DAX1 (NR0B1); hit rate 0.99% among 340,000; P51843; AID 504766; inhibition, % at 6.75 µM; HEK293 Gal4-DAX1 luciferase reporter, luminescence;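 active means inhibition above the mean over all tested compounds plus 3 SD, cut at about 4.2% in these data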;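 further: 0% = DAX1-transfected cells with DMSO and 100% = empty-vector control cells with DMSO; inhibition shows as a rise in luminescence from relieved DAX1 repression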
GAA850 FXN act: increases GAA850 frataxin promoter reporter activity | HEK293 lucGAA850 FXN promoter luciferase reporter, 24 h; percent of 10 µM SAHA response | AID 540364 | activation, % at 6 µM | hit rate 0.56% among 360,000;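 active means activation above the average of all compounds screened plus 3 SD, cutoff fixed separately per campaign, cut at about 7.5% in these data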;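 further: 0% = DMSO wells and 100% = 10 µM SAHA wells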
HGIII-sPLA2 inh: Inhibits HGIII-sPLA2 liposome hydrolysis, primary screen; hit rate 0.56% among 370,000; Q9NZ20; inhibition, % at 12.2 µM; QFRET BODIPY PC-A2 liposome hydrolysis, fluorescence;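 active means inhibition above mean plus 3 SD of compounds lying within the high and low control bounds, cut at about 19% in these data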;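 further: 0% = median of test compound wells and 100% = no enzyme DMSO wells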
PLC-beta3 inh: inhibitors of human phospholipase C beta3 | hit rate 0.18% among 370,000 | Purified PLC-beta3, fluorogenic substrate, fluorescence | Q01970 | inhibition, % at 12.2 µM; in the data active means inhibition above about 11%;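 further: 0% = median of compound wells on plate and 100% = full blocker control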
Target sequence (Q01970 whole entry, looked up): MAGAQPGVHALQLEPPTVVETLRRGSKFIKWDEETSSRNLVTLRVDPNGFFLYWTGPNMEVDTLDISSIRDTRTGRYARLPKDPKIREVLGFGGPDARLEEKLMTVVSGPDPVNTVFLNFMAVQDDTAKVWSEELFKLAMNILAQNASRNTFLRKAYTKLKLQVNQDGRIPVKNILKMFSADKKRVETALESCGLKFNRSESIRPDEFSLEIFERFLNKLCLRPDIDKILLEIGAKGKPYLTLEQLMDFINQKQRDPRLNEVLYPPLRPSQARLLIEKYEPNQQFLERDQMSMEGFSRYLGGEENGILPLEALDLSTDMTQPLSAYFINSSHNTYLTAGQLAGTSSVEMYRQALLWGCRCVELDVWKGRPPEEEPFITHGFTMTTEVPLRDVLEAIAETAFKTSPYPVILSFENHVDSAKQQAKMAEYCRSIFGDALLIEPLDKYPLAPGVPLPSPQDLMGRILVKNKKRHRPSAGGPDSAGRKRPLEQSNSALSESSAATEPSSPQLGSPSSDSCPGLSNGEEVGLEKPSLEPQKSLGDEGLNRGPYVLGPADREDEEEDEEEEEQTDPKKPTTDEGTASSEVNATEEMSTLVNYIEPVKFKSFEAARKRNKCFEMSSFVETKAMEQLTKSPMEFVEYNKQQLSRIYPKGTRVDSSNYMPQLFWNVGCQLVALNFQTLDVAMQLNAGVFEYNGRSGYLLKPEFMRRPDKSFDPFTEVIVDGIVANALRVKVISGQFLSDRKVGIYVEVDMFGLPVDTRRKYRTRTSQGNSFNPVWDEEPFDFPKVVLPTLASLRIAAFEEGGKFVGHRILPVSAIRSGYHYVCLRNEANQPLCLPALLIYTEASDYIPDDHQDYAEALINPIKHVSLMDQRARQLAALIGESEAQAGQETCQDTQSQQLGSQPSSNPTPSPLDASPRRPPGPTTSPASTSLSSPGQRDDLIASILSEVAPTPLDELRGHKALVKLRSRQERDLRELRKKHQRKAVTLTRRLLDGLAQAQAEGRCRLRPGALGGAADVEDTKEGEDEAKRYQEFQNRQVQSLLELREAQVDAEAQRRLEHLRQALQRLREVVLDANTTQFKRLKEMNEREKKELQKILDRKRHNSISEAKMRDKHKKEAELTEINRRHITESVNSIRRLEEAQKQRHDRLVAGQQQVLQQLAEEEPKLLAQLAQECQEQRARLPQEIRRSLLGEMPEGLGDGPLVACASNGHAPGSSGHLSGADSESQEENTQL
Active calls of the source: *; / = not tested or not shown. The order is random; any-hit rate near 7%.

Every second line gives: ssDAF12 agonist, PG9 Ab binder, SMARCA2 activ, Rev-erbA mod, hcDAF12 agonist, DAX1 inh-1, hgDAF12 agonist, DAX1 inh-2, GAA850 FXN act, HGIII-sPLA2 inh, PLC-beta3 inh
- CN1CCc2c(sc(NC(=O)c3ccc([N+](=O)[O-])o3)c2C(N)=O)C1
→ -1.0, -19.9, -0.2, -1.2, -2.8, -7.1, -7.0, -1.4, -3.4, -1.6, -16.0
- Cc1ccccc1Nc1nc(N)nc(COC(=O)c2cccc(S(=O)(=O)NCc3ccccc3)c2)n1
→ -1.7, -2.8, -4.3, 0.5, 0.3, -1.2, -2.7, -0.7, -12.0, -50.4, -1.4
- N#Cc1ccccc1NC(=O)CC1CCCCC1
→ -1.3, -1.0, 0.9, 0.7, -0.7, 0.0, 1.9, 0.0, 0.5, -0.1, 0.7
- Cc1ccc(-c2nc(C)sc2CC(=O)OCC(=O)Nc2ccc(F)c(Cl)c2)cc1
→ -1.8, 0.4, -0.5, 2.0, -1.1, 0.1, 1.1, -0.5, 1.6, -35.2, -4.7
- O=C(Cc1cc(=O)oc2cc(O)ccc12)NCC1CCC(C(=O)O)CC1 (centres undefined)
→ -1.0, 0.9, -3.2, 0.0, 0.5, -0.3, 1.6, 0.3, -0.8, 5.0, -118.3
- Cc1nc(-c2ccc(S(=O)(=O)N3CCOCC3)cc2)cs1
→ -1.0, 2.0, -0.3, -0.6, -2.5, -1.0, 1.1, 0.1, 2.9, 0.3, -5.1
- COc1ccccc1CN(Cc1cc2cc(C)ccc2[nH]c1=O)Cc1nnnn1CC1CCCO1 (centres undefined)
→ -1.6, -1.5, -1.5, -0.6, -1.7, -0.3, -1.3, 2.1, -0.5, -0.8, -7.1
- O=C(NCCN1CCOCC1)c1cc(Br)ccc1Cl
→ 1.1*, -0.7, 6.1, -1.8, 2.9, -0.1, 9.6, 0.7, 0.5, -3.9, -8.3
- COC(=O)C1(C(=O)OC)c2ccccc2N(S(=O)(=O)c2ccc(C)cc2)C1CC(C)=O (centres undefined)
→ -0.9, 1.2, -3.9, -6.8, -0.7, 0.1, 0.2, /, /, 11.9, -0.4
- CC(C)(C)c1ccc(CC(=O)N2CCC2(C)C(=O)NCc2ccc3c(c2)OCO3)cc1 (centres undefined)
→ -1.4, 1.4, -2.9, -2.6, -0.3, 0.2, 0.5, /, -1.2, -2.0, -10.3
- CCN(C(=O)CSc1nnc(Cn2nnc3ccccc32)o1)c1nc(C)cs1
→ -1.4, -0.4, -5.5, -1.4, -2.0, -0.9, -2.4, -0.6, -0.6, 1.0, -1.5
- Cn1c2c(c(=O)n1-c1ccccc1)CSCC2
→ -0.6, -2.6, -3.5, -6.9, -0.7, -0.1, -1.3, 1.1, 0.2, 4.8, -5.9
- O=C(c1ccc(NC(=S)NCc2ccco2)cc1)N1CCCCC1
→ -0.6, -0.7, 0.6, -0.1, -2.0, -0.3, 1.9, 0.3, 3.9, 0.9, -0.5
- C[C@H](NC(=O)c1nc[nH]c1C(=O)NCC(=O)OCc1ccccc1)c1ccccc1
→ -1.6, -1.6, 1.1, -1.1, -2.4, 0.1, -0.7, 0.7, -1.1, -10.7, -1.5
- Cc1ccc(NS(=O)(=O)c2ccc(C)c(NC(=O)c3ccc(S(=O)(=O)N4CCCCCC4)cc3)c2)c(C)c1
→ -1.9, -1.3, -5.4, -2.1, -2.1, -2.4, -4.9, -0.7, -9.7, -15.3, -1.8

Arranged by the number under DAX1 inh-1 (high to low): four of the compounds above
| smiles | ssDAF12 agonist | PG9 Ab binder | SMARCA2 activ | Rev-erbA mod | hcDAF12 agonist | DAX1 inh-1 | DAX1 inh-2 | HGIII-sPLA2 inh | PLC-beta3 inh |
| --- | --- | --- | --- | --- | --- | --- | --- | --- | --- |
| O=C(Cc1cc(=O)oc2cc(O)ccc12)NCC1CCC(C(=O)O)CC1 (centres undefined) | -1.0 | 0.9 | -3.2 | 0.0 | 0.5 | -0.3 | 0.3 | 5.0 | -118.3 |
| CCN(C(=O)CSc1nnc(Cn2nnc3ccccc32)o1)c1nc(C)cs1 | -1.4 | -0.4 | -5.5 | -1.4 | -2.0 | -0.9 | -0.6 | 1.0 | -1.5 |
| Cc1ccccc1Nc1nc(N)nc(COC(=O)c2cccc(S(=O)(=O)NCc3ccccc3)c2)n1 | -1.7 | -2.8 | -4.3 | 0.5 | 0.3 | -1.2 | -0.7 | -50.4 | -1.4 |
| CN1CCc2c(sc(NC(=O)c3ccc([N+](=O)[O-])o3)c2C(N)=O)C1 | -1.0 | -19.9 | -0.2 | -1.2 | -2.8 | -7.1 | -1.4 | -1.6 | -16.0 |

New compounds follow:
Every second line gives: ssDAF12 agonist, PG9 Ab binder, SMARCA2 activ, Rev-erbA mod, hcDAF12 agonist, DAX1 inh-1, hgDAF12 agonist, DAX1 inh-2, GAA850 FXN act, HGIII-sPLA2 inh, PLC-beta3 inh
- CCC1COCCS(=O)(=O)N1Cc1cccc(C(F)(F)F)c1 (centres undefined)
→ -1.0, -1.0, -0.6, -5.7, -0.3, 0.1, 3.9, -0.3, 1.1, 6.5, 1.7
- Cc1ccccc1N1CCN(C2CCCN(C(=O)c3snnc3C)C2)CC1 (centres undefined)
→ -0.2, 1.5, -1.1, 1.2, -0.2, -0.2, -0.7, -0.3, 1.9, -1.2, -2.6
- O=C(CCc1ccccc1)NCc1ccc2c(c1)OCO2
→ -0.3, 0.1, -0.1, -2.5, -0.8, -0.2, 2.8, -0.2, -0.2, -4.2, -5.5
- O=C(c1csc2c1CCCC2)n1cccn1
→ -1.3, -1.5, -0.6, 7.5, 1.2, 0.3, -0.1, 0.6, 3.3, -4.9, -5.9
- CCOC(=O)C1=C(C)NC2=C(C(=O)CC(C)(C)C2)C1c1ccc2c(c1)CCCN2C (centres undefined)
→ -1.5, -2.1, -1.1, -0.3, -0.1, -0.6, -0.9, 0.1, -0.3, 4.9, -87.8
- Cc1nn(C)c(C)c1CCC(=O)NC1CC(C)(C)Cc2c1cnn2-c1ccccc1 (centres undefined)
→ -1.2, -1.3, -1.9, -7.5, -0.2, -0.8, -2.0, 1.1, -0.6, 7.9, -4.2
- C[C@@H](NC(=O)OC(C)(C)C)c1nnc(S(=O)(=O)Cc2ccccc2)o1
→ -1.1, -1.1, -12.3, -0.9, 0.8, -0.5, -3.1, /, /, -4.3, -2.3
- CC1SC(c2ccc(Cl)cc2)NC1=O (centres undefined)
→ -1.3, 0.7, -0.4, 2.1, -1.6, -0.1, -0.8, 0.7, 0.6, -5.0, 5.6
- CCN1CCN(CC(=O)Nc2ccc3c(c2)OCO3)C(=O)C1=O
→ 0.1, 0.6, -2.1, -1.3, -0.6, -1.3, 0.8, 1.9, -1.9, 7.1, -2.1
- CC(Sc1nnc2ccccn12)C(=O)Nc1ccc(Cl)cn1 (centres undefined)
→ -1.3, 0.3, 0.8, -1.6, -0.5, 0.9, 2.0, 1.3, -0.8, -0.7, -1.5
- Cn1c(=O)c2c(ncn2CC(=O)OCC(=O)Nc2cc(Cl)ccc2Cl)n(C)c1=O
→ -1.4, 1.4, 0.3, -3.5, -0.4, -0.1, -1.4, 0.6, 1.3, 3.8, -0.4
- Cc1ccc(OCCCn2c(=O)oc3ccccc32)cc1
→ -1.1, 0.4, 1.6, -0.7, -0.9, 1.6, 0.4, 1.5, 3.3, -2.0, -2.6
- CCCCNCc1cc(OC)c(OCC(N)=O)cc1Br
→ -1.7, -0.1, 3.2, -0.3, -0.3, 0.8, 3.7, 0.7, -1.9, 0.4, 0.0
- Cc1ccc(C2CC(c3cccc(C)c3)n3ncnc3N2)cc1 (centres undefined)
→ -1.5, 0.6, 1.3, 5.9, -0.9, 0.7, -1.5, 2.4, 0.7, -6.4, -17.4
- Cc1ccc([N+](=O)[O-])cc1S(=O)(=O)n1ccnc1C
→ -1.4, -1.5, -3.1, -4.2, -0.6, 0.1, -3.5, 0.6, 0.7, 1.2, 2.0
- CSc1ccccc1C(=O)C1CCCN(C(=O)c2cncs2)C1 (centres undefined)
→ -1.2, -0.8, 1.2, 1.3, -2.4, 0.1, 0.8, 1.1, 2.6, 2.1, -10.0
- CC1CCCN(S(=O)(=O)c2ccc(C(=O)Nc3sc4c(c3C(N)=O)CCN(C)C4)cc2)C1 (centres undefined)
→ -1.7, -1.0, 4.2, -15.8, -2.3, 1.0, -3.4, 2.3, 2.4, -11.0, -99.8
- COc1ccc(C(=O)Nc2cccc(-c3ccc4nncn4n3)c2)cc1
→ -1.4, -2.6, 3.1, -0.6, -1.7, -0.6, 2.7, 1.6, 1.0, 3.4, -8.6
- O=C(O)CSCC(=O)N1CCCN(c2nccc(C(F)(F)F)n2)CC1
→ -0.6, -1.1, -2.2, -2.5, 1.5, 0.4, 0.7, 1.2, -0.8, 1.8, -11.2
- Clc1nc(NC2CCCCC2)c2cn[nH]c2n1
→ -1.0, -1.4, 3.4, -6.0, -1.7, -0.8, -3.1, 0.1, 5.3, -12.6, -15.2
- CC1CC(C)CN(CCCNC(=O)c2csc3c2CCCC3)C1 (centres undefined)
→ -1.3, -0.5, 0.2, -1.6, -0.9, -0.1, -2.3, -0.9, -1.5, -2.4, 3.1
- COc1cccc(OC)c1C(=O)Nc1ccc(NC(=O)c2ccco2)cc1
→ -0.7, 1.3, -0.4, 8.1, -1.4, 0.6, -2.3, 1.1, 1.9, 3.6, 1.7
- Cc1c(C(=O)NNc2c(Cl)cccc2Cl)n(C)oc1=O
→ -1.2, -0.7, 1.6, -2.7, -1.5, 0.5, -1.7, 6.2*, 1.4, 1.7, -6.8
- O=C(CSc1nnc(C2CC2)n1C1CC1)c1ccc(F)cc1
→ -1.4, 3.8, -1.3, -3.0, -0.2, 1.7, 4.8, 0.2, -1.2, -13.7, -3.5
- CN(C)CCN(C)C1CN(CCc2ccccc2)S(=O)(=O)C1 (centres undefined)
→ -1.3, -0.7, -6.3, -5.5, 0.1, 1.1, 1.0, /, /, 0.2, 4.3
- O=C(NCC(c1cccs1)N1CCOCC1)c1cc(S(=O)(=O)N2CCOCC2)ccc1Cl (centres undefined)
→ -1.2, -1.9, 2.7, -2.4, -0.4, -0.7, -0.6, 0.7, 0.6, -12.4, -7.7
- CCc1ccc(NC(=O)CO/N=C(\C)c2cc3ccccc3o2)cc1
→ -1.1, -3.5, -5.2, -0.5, -0.7, -0.8, 1.0, 2.1, -0.9, -29.1, 0.5
- O=C1C(Cc2ccc(Br)cc2)SC(=Nc2ccccc2)N1c1ccccc1 (centres undefined)
→ -1.7, -1.8, -6.0, 7.3, -3.7, -0.2, 1.1, -0.1, 2.9, 2.1, -0.9
- O=S(=O)(c1ccccc1F)N1CCN(c2nc(-c3cccnc3)nc3ccccc23)CC1
→ -1.1, -2.4, -1.6, 1.8, -2.8, -3.8, -2.6, -0.9, -1.5, -15.1, -49.5
- CN(O)/C=C1\C(=O)Nc2ccccc21
→ -0.4, -15.3, -0.3, 2.4, 1.5, -1.0, 1.1, -1.0, 0.2, -0.7, -1.2
- COc1ccc(OC)c(NC(=S)NCc2cccs2)c1
→ -1.3, -1.4, 1.2, -4.8, -0.3, -0.4, 3.3, -1.2, 1.8, 9.3, -2.0
- O=C(Nc1ccc(NC(=O)c2ccc(S(=O)(=O)c3ccccc3)cc2)cc1)c1ccccc1
→ -0.8, 0.7, 0.9, 4.0, 0.1, -0.1, 0.1, 0.4, -0.4, 5.1, 3.1
